Source: PubChem
mHTT CaM bind = inhibitors of human mutant huntingtin-calmodulin interaction; P42858; AlphaScreen His-mHTT/GST-CaM binding, luminescence; inhibition, % at 15 µM; 190,000 compounds, 3.6% hits; AID 1671202;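 also: 0% = both proteins with DMSO and 100% = one protein alone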
Target sequence (P42858 whole entry, looked up, stated change not applied): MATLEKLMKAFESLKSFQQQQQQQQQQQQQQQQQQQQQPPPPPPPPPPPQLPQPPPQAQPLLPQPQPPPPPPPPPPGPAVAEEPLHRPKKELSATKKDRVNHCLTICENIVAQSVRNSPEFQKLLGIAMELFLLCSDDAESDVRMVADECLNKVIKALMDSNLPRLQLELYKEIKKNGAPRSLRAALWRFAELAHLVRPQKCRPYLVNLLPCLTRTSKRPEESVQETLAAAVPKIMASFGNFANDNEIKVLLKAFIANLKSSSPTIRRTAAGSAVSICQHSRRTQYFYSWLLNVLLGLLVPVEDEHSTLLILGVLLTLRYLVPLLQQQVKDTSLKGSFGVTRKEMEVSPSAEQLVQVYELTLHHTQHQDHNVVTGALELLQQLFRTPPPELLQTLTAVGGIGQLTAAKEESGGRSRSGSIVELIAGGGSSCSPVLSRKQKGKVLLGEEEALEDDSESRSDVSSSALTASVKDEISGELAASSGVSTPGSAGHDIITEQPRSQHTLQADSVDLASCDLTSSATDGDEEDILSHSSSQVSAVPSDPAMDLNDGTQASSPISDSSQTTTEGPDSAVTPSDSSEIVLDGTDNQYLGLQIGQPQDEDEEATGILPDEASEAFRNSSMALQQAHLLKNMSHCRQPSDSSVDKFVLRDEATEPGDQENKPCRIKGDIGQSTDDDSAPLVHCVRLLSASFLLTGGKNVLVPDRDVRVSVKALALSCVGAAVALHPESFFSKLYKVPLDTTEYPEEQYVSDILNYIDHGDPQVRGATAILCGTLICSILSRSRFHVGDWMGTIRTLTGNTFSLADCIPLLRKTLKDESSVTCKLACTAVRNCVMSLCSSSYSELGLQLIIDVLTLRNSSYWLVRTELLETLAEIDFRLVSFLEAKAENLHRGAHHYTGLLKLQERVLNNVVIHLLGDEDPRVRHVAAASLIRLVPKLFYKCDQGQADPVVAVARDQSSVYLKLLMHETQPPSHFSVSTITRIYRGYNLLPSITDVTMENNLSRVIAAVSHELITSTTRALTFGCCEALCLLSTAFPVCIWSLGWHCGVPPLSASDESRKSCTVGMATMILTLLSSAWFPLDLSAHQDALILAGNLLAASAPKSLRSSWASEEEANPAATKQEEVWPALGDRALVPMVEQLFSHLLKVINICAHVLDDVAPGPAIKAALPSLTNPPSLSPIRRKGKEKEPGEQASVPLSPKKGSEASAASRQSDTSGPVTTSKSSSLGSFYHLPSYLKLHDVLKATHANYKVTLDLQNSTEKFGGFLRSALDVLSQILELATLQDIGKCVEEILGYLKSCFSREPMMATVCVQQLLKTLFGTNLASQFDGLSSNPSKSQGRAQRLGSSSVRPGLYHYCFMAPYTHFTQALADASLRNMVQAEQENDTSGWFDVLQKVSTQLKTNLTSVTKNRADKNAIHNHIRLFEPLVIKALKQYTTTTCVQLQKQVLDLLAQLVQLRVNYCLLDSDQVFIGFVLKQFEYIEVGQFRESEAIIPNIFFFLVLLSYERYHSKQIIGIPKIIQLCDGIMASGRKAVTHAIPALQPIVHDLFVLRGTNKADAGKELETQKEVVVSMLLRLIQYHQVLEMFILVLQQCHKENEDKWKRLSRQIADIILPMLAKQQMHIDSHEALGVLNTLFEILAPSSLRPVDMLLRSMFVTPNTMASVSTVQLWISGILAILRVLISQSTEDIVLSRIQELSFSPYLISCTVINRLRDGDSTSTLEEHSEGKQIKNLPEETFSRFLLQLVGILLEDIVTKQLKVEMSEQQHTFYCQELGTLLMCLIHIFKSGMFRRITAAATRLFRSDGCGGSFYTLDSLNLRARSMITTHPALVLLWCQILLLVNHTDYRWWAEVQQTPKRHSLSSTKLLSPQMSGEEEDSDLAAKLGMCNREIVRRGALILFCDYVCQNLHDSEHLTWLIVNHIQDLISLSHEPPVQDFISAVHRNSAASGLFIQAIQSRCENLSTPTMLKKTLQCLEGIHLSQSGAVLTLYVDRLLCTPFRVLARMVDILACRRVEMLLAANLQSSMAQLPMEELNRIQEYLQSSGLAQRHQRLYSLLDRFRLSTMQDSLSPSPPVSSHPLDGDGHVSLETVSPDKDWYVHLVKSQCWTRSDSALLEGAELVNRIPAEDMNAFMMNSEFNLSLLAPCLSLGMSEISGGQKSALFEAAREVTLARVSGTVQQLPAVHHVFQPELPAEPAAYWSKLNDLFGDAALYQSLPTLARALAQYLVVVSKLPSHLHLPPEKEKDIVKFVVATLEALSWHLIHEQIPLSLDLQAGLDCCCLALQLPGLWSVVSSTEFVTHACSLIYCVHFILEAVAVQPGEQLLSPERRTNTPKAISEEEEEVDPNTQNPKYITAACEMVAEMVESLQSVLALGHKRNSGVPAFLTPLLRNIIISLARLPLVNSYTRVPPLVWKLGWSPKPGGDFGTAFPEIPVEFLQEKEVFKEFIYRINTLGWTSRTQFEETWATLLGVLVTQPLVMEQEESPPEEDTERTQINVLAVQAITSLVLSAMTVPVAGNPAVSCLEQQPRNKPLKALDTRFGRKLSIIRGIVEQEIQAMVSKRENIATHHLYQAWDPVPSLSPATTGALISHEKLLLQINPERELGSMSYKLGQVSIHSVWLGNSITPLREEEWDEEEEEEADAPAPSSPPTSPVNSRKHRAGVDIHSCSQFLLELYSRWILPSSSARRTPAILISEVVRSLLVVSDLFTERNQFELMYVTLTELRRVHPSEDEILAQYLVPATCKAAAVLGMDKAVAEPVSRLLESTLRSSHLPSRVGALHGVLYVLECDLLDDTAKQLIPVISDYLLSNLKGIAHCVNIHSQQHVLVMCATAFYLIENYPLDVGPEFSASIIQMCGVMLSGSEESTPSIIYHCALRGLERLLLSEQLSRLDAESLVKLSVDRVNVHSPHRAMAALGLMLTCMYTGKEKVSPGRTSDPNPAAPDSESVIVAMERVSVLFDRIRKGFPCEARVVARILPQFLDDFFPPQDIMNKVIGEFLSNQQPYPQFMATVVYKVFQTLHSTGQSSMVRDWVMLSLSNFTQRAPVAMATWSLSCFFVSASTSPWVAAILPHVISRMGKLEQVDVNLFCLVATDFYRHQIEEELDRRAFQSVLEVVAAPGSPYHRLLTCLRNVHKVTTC
Pf apPOL block = Pf-apPOL DNA polymerase inhibition. 210,000 compounds, 0.25% hits. AID 1794808. Recombinant Pf-apPOL, molecular beacon fluorescence, 1.5 h. inhibition, % at 10 µM
* hit, by the source's call; & = joins results of further samples. Rule as the data show it: active = inhibition above about 50%; inactive = the rest.

How did O=[N+]([O-])c1ccc(Oc2ccc(S(=O)(=O)Nc3cccnc3)cc2)cc1 do in these assays?
mHTT CaM bind: -1; Pf apPOL block: 2

Results for Cc1nc(-c2cccnc2)nc2c1CCC(=O)N2CC1CCCO1 (stereo unspecified) ?
mHTT CaM bind: 4; Pf apPOL block: 3

What do the screens show for `COc1cc([N+](=O)[O-])ccc1NC(=O)c1ccc(Br)o1`?
mHTT CaM bind: 0; Pf apPOL block: 3

Results for N#Cc1c(NC(=O)c2cnn3c2NC(c2cccs2)CC3C(F)(F)F)sc2c1CCCC2 (stereo unspecified) ?
mHTT CaM bind: 10; Pf apPOL block: 0

Results for CCOC(=O)c1sc(-c2ccccc2)cc1NC(=O)Cc1ccc(S(C)(=O)=O)cc1 ?
mHTT CaM bind: 5; Pf apPOL block: 2

What do the screens show for `CC(=CC#N)NC(=O)c1nccnc1C(=O)O`?
Pf apPOL block: 3

Results for COc1ccc(CCNC(=O)c2cnn3c(-c4ccccc4F)ccnc23)cc1OC ?
mHTT CaM bind: -1; Pf apPOL block: -13

What do the screens show for `CCOc1ccc(C2=Nn3c(nnc3-c3ccc(Br)cc3)SC2)cc1`?
mHTT CaM bind: -1; Pf apPOL block: -4

How did COc1cc(/C=C2\SC(=O)N(c3c(C)n(C)n(-c4ccccc4)c3=O)C2=O)ccc1O do in these assays?
mHTT CaM bind: 16; Pf apPOL block: -3

What do the screens show for `Cc1ccnc(N2CCC(C(=O)NCc3ccc4c(c3)OCO4)CC2)n1`?
mHTT CaM bind: -7; Pf apPOL block: -2

How did COc1cc(/C=C2\SC(=O)N(c3ccc(Cl)cc3)C2=O)ccc1O do in these assays?
mHTT CaM bind: 27; Pf apPOL block: 5

What do the screens show for `O=C1CC(Nc2ccc(N3CCOCC3)cc2)C(=O)N1c1cccc(Cl)c1` (stereo unspecified)?
mHTT CaM bind: 6; Pf apPOL block: -7

How did CC1CCc2c(sc(NC(=O)c3ccc(Br)o3)c2C(N)=O)C1 (stereo unspecified) do in these assays?
mHTT CaM bind: 7; Pf apPOL block: -2

Results for O=C(NCC1(c2ccccc2)CCOCC1)c1ccccc1Cl ?
mHTT CaM bind: -3; Pf apPOL block: 2

Results for CCCCSc1nnc2c(n1)[nH]c1c(C)cc(C)cc12 ?
mHTT CaM bind: 26; Pf apPOL block: 3

How did CC(C)n1c(C2CCN(S(=O)(=O)Cc3ccccc3)C2)nc2ccncc21 (stereo unspecified) do in these assays?
mHTT CaM bind: 4; Pf apPOL block: 5

Results for FC(F)(F)c1cc(-c2cccs2)nc(NCc2ccco2)n1 ?
mHTT CaM bind: -5; Pf apPOL block: -10

What do the screens show for `O=C1CC(N2CCN(c3ncccn3)CC2)C(=O)N1c1ccc(I)cc1` (stereo unspecified)?
mHTT CaM bind: 8; Pf apPOL block: -8

How did O=C(O)CN1C(=O)C(=C2OC(=O)c3ccccc32)SC1=S do in these assays?
mHTT CaM bind: 8; Pf apPOL block: 49

Results for COc1ncc(C(=O)NCc2ccc(Br)cc2)cn1 ?
mHTT CaM bind: -5&-7; Pf apPOL block: -5&-15

What do the screens show for `CCc1ccc(O)c(N=Cc2cc(Cl)cc([N+](=O)[O-])c2O)c1`?
mHTT CaM bind: 23; Pf apPOL block: -4

What do the screens show for `COC(=O)C1C2C=CC3(CN(Cc4ccc(C)cc4)C(=O)C13)O2` (stereo unspecified)?
mHTT CaM bind: -13; Pf apPOL block: -3

Results for c1ccc(-c2nc3ccccc3nc2-c2ccccn2)nc1 ?
mHTT CaM bind: 28&7; Pf apPOL block: -3&-6&1

Results for CC(C)(C)c1ccc(C(=O)N2CCN(CC(F)(F)F)CC2)cc1 ?
mHTT CaM bind: -12; Pf apPOL block: -2

Results for NNC(=O)c1cccnc1N ?
Pf apPOL block: -6

Results for CC(=O)Nc1ccc(C(=O)NCc2ccc(C)cc2)c(N2CCOCC2)c1 ?
mHTT CaM bind: 3; Pf apPOL block: -6

How did COc1ccc(C2C(C(=O)Nc3ccccn3)=C(C)NC3=C2C(=O)CC(C)(C)C3)c(OC)c1 (stereo unspecified) do in these assays?
mHTT CaM bind: 12; Pf apPOL block: -8

How did COc1cc(OC)c2c(c1C(CCN1CCCC(C)C1)c1ccc(N(C)C)cc1)OC(=O)CC2c1ccc(N(C)C)cc1 (stereo unspecified) do in these assays?
mHTT CaM bind: 100*; Pf apPOL block: -4

What do the screens show for `COc1cc(CN2CCN(C(=O)CC(C)C)CC2)c([N+](=O)[O-])cc1OC`?
mHTT CaM bind: 5; Pf apPOL block: -6

How did Cc1nc(NCCNC(=O)c2cccs2)cc(N2CCOCC2)n1 do in these assays?
mHTT CaM bind: -4; Pf apPOL block: -3

Results for CC(C)CCNC(=O)c1cn2cc(Cl)ccc2n1 ?
mHTT CaM bind: -4; Pf apPOL block: -2

Results for O=C(NCCCn1ccnc1)c1cn(Cc2ccccc2)nc1OCc1ccccc1 ?
mHTT CaM bind: 24; Pf apPOL block: -43

How did Cc1cc(C)n2nc(SCc3cc(=O)n4c(C)cccc4n3)nc2n1 do in these assays?
mHTT CaM bind: 4; Pf apPOL block: -10

What do the screens show for `COc1ccc2c(c1)c1c3n2CC(O)CN=C3CCC1` (stereo unspecified)?
mHTT CaM bind: 1; Pf apPOL block: 5

Results for O=C(NCc1ccc(N2CCCCC2)nc1)c1ccc(Br)cc1 ?
mHTT CaM bind: 40; Pf apPOL block: -4

What do the screens show for `CCCNc1cc(N2CCC(CCC(=O)Nc3ccc(OC)c(OC)c3)CC2)ncn1`?
mHTT CaM bind: 8; Pf apPOL block: 5

How did CN1c2ccc(Cl)cc2C(=O)NC12CCN(C(=O)NCc1ccccc1)CC2 do in these assays?
mHTT CaM bind: -7; Pf apPOL block: -5

What do the screens show for `COc1ccc(CCNC(=O)C(Cl)(Cl)Cl)cc1`?
mHTT CaM bind: -10; Pf apPOL block: -1

Results for Cc1ccc(C2CC(=O)C3=C(C2)Nc2ccccc2NC3c2cc(F)ccc2F)cc1 (stereo unspecified) ?
mHTT CaM bind: 17; Pf apPOL block: -9

Results for CC1(C)CC(NC(=O)COc2ccc(Br)cc2Cl)CC(C)(C)N1 ?
mHTT CaM bind: -2; Pf apPOL block: 9

How did CC(=O)NCc1csc(C2CCN(S(=O)(=O)Cc3ccccc3Cl)CC2)n1 do in these assays?
mHTT CaM bind: 10; Pf apPOL block: -1

What do the screens show for `Cc1ccccc1NC(=O)C1CC(=O)NC(=N)S1` (stereo unspecified)?
mHTT CaM bind: 3; Pf apPOL block: 1

Results for O=S(=O)(Cc1ccc(Cl)cc1)Nc1cccn2ncnc12 ?
mHTT CaM bind: 6; Pf apPOL block: 3

Results for O=c1oc2cc(OCCc3ccccc3)ccc2c2c1CCC2 ?
mHTT CaM bind: -8; Pf apPOL block: -5

How did COc1ccc(CN2CCOCC2)cc1O do in these assays?
mHTT CaM bind: -1; Pf apPOL block: -10

Results for COc1cc(OC)cc(C(=O)N2CCC3(C2)NC(=O)N(Cc2ccc(Cl)cc2)C3=O)c1 (stereo unspecified) ?
mHTT CaM bind: 20; Pf apPOL block: -4

Results for O=C(CNC(=O)c1ccc(Br)cc1)c1ccccc1 ?
mHTT CaM bind: -7; Pf apPOL block: 1

How did O=S(=O)(c1ccccc1)c1nc(NCc2ccccc2)sc1Cl do in these assays?
mHTT CaM bind: 3; Pf apPOL block: 3

How did Cc1ccc(CC(=O)N2CCc3c(c(C(=O)NCc4ccc(Cl)cc4)nn3C)C2)cc1 do in these assays?
mHTT CaM bind: 78*; Pf apPOL block: -6

What do the screens show for `O=C(c1cc2ncc(Br)cn2n1)N1CCOCC1`?
mHTT CaM bind: 1&-3; Pf apPOL block: 12&-4

How did CC1C(=O)N(c2ccc3c(c2)OCO3)CCN1C(=O)c1cccc(F)c1 (stereo unspecified) do in these assays?
mHTT CaM bind: -4; Pf apPOL block: 0

How did Cc1nc2ccccc2n1-c1ccccc1 do in these assays?
mHTT CaM bind: -2; Pf apPOL block: -10

What do the screens show for `Cc1ccc(OCC(O)CN2CCN(c3nc(-c4ccccc4)ns3)CC2)c([N+](=O)[O-])c1` (stereo unspecified)?
Pf apPOL block: 5&-7

What do the screens show for `CC(C)n1c(=O)oc2cc(-c3noc(CCc4ccccc4)n3)ccc21`?
mHTT CaM bind: -24; Pf apPOL block: 0

Results for COc1ccc(S(=O)(=O)N(CC(=O)Nc2cccnc2)c2ccccc2OC)cc1 ?
mHTT CaM bind: -3; Pf apPOL block: -2

How did CCOC(=O)N1CCN(C(=O)c2cc(-c3ccco3)[nH]n2)CC1 do in these assays?
mHTT CaM bind: -10; Pf apPOL block: -6

Results for CCCCOCC1CN(CCCC)S(=O)(=O)c2c(F)cccc2O1 (stereo unspecified) ?
mHTT CaM bind: -58; Pf apPOL block: -5

What do the screens show for `O=C1CCN(CCc2ccccc2)CCN1[C@H](CO)c1ccccc1`?
mHTT CaM bind: 19; Pf apPOL block: -2

Results for COc1ccccc1NS(=O)(=O)c1ccc(C)c(C(N)=O)c1 ?
mHTT CaM bind: 0; Pf apPOL block: 4

What do the screens show for `O=C(C1CCN(c2nccc(C(F)(F)F)n2)CC1)N1C=CC(C(F)(F)F)=NCC1`?
Pf apPOL block: -4

The last six records of the part before come first, to join the parts:
Results for COc1ccc(S(=O)(=O)N(CC(=O)Nc2cccnc2)c2ccccc2OC)cc1 ?
mHTT CaM bind: -3; Pf apPOL block: -2

How did CCOC(=O)N1CCN(C(=O)c2cc(-c3ccco3)[nH]n2)CC1 do in these assays?
mHTT CaM bind: -10; Pf apPOL block: -6

Results for CCCCOCC1CN(CCCC)S(=O)(=O)c2c(F)cccc2O1 (stereo unspecified) ?
mHTT CaM bind: -58; Pf apPOL block: -5

What do the screens show for `O=C1CCN(CCc2ccccc2)CCN1[C@H](CO)c1ccccc1`?
mHTT CaM bind: 19; Pf apPOL block: -2

Results for COc1ccccc1NS(=O)(=O)c1ccc(C)c(C(N)=O)c1 ?
mHTT CaM bind: 0; Pf apPOL block: 4

What do the screens show for `O=C(C1CCN(c2nccc(C(F)(F)F)n2)CC1)N1C=CC(C(F)(F)F)=NCC1`?
Pf apPOL block: -4

What do the screens show for `O=S(=O)(NCc1ccccn1)c1ccc(I)cc1`?
mHTT CaM bind: -2; Pf apPOL block: -5

Results for Cc1ccccc1NC(=O)CSc1nc2c(c(-c3ccco3)c1C#N)CCCC2 ?
mHTT CaM bind: 3; Pf apPOL block: -3

How did COCCn1cc2c3c(cccc31)CN(C(=O)c1ccc3c(c1)OCO3)CC2 do in these assays?
mHTT CaM bind: 33; Pf apPOL block: -5

Results for CC(C)c1ccc(C2CC(c3ccccc3)Nc3ncnn32)cc1 (stereo unspecified) ?
mHTT CaM bind: 9; Pf apPOL block: -3

How did CCCCN(C)S(=O)(=O)c1ccc(C(=O)Nc2nc(-c3ccccn3)cs2)cc1 do in these assays?
mHTT CaM bind: 86*; Pf apPOL block: 2

What do the screens show for `CN1CC2([N+](=O)[O-])CC=C(Oc3ccccc3)C([N+](=O)[O-])(C1)C2` (stereo unspecified)?
mHTT CaM bind: -2; Pf apPOL block: -3

Results for Cc1ccc(NC(=O)CCS(=O)(=O)c2ccc(Br)cc2)cc1C ?
mHTT CaM bind: 8; Pf apPOL block: 0

Results for CCOC(=O)C(C)Oc1ccc2c(c1)OC(=Cc1ccc(OC)c(OC)c1)C2=O (stereo unspecified) ?
mHTT CaM bind: -5; Pf apPOL block: 4

Part of the list above in order of SMILES length, low to high:
Results for Cc1ccccc1NC(=O)CSc1nc2c(c(-c3ccco3)c1C#N)CCCC2 ?
mHTT CaM bind: 3; Pf apPOL block: -3

How did COCCn1cc2c3c(cccc31)CN(C(=O)c1ccc3c(c1)OCO3)CC2 do in these assays?
mHTT CaM bind: 33; Pf apPOL block: -5

Results for CCOC(=O)C(C)Oc1ccc2c(c1)OC(=Cc1ccc(OC)c(OC)c1)C2=O (stereo unspecified) ?
mHTT CaM bind: -5; Pf apPOL block: 4

3 consecutive records from above:
How did COCCn1cc2c3c(cccc31)CN(C(=O)c1ccc3c(c1)OCO3)CC2 do in these assays?
mHTT CaM bind: 33; Pf apPOL block: -5

Results for CC(C)c1ccc(C2CC(c3ccccc3)Nc3ncnn32)cc1 (stereo unspecified) ?
mHTT CaM bind: 9; Pf apPOL block: -3

How did CCCCN(C)S(=O)(=O)c1ccc(C(=O)Nc2nc(-c3ccccn3)cs2)cc1 do in these assays?
mHTT CaM bind: 86*; Pf apPOL block: 2
